VHR inh abs – VHR1 phosphatase inhibitors, primary screen, biochemical, absorbance, uHTS | Dual specificity protein phosphatase 3 (Homo sapiens), P51452 | recombinant VHR phosphatase, pNPP absorbance | inhibition, % at 13.3 µM | 0.52% of 290,000 active; in the data active means inhibition above about 50%; further: some compounds called inactive have numbers as strong as hits
Target sequence (P51452 whole entry, looked up): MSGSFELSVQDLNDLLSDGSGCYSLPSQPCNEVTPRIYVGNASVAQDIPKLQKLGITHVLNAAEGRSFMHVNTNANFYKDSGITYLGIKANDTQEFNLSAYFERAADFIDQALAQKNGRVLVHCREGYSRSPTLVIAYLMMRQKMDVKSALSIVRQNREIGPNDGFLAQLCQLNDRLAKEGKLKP
TcdB inh – TcdB glycohydrolase inhibitors, primary screen, biochemical, single point, plate reader. AID 652162, 2013. 0.24% of 350,000 active. inhibition, % at 9.99 µM. TcdB glycohydrolase enzymatic assay; in the data active means inhibition above about 10%
BH1578 lux ind – inducers of Vibrio cholerae quorum light production without autoinducers, primary screen, BH1578 luxS cqsA deficient, single point; activation, % at 18.7 µM; V. cholerae BH1578 lux reporter, luminescence, 6 h; AID 588436, 2011; 0.16% of 350,000 active; in the data active means activation mostly above about 9.7%, no sharp cut-off; inconclusive means no clear call, values can overlap the other calls; inactive means mostly below about 3.7%; further: not every result past the cut was called active; inactives centre near 0; reference of the scale not given here
MazEF act – activators of E. coli MazEF toxin-antitoxin RNase, primary screen, biochemical, fluorescence, uHTS. Endoribonuclease toxin MazF (Escherichia coli (strain K12)), P0AE70. AID 504720, 2011. activation, % at 20 µM. FAM/BHQ RNA-DNA oligo cleavage fluorescence, 5 h. 0.32% of 350,000 active; in the data active means activation above about 50%
Target sequence (P0AE70 whole entry, looked up): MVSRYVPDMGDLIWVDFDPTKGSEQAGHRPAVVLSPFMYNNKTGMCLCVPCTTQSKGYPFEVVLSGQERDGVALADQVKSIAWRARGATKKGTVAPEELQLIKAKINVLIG
PriA SSB inh – inhibitors of Klebsiella pneumoniae PriA binding to SSB C-terminal tail, primary screen, biochemical, AlphaScreen | inhibition, % at 33 µM | AID 1272365, 2023 | 0.6% of 430,000 active | PriA–SSB C-terminal tail interaction (Klebsiella pneumoniae) | AlphaScreen SSBct-PriA binding, biotinylated peptide; in the data active means inhibition mostly above about 37%, no sharp cut-off; inactive means mostly below about 20%;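 further: plate controls were negative control peptide for no effect and reference peptide for full effect; strong numbers were not always called active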
PfHsp40 yeast – rescue of yeast from PfHsp40 toxicity, primary screen, S. cerevisiae, ATP luminescence; S. cerevisiae expressing PfHsp40, growth rescue; growth rescue, % at 12.5 µM; 0.68% of 340,000 active; in the data active means growth rescue above about 28%, passing the limit was not always enough; inconclusive means no clear call, values can overlap the other calls;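 further: yeast W303a lacking pdr1 and pdr3 grown in galactose medium; growth measured after three days at 30 °C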
Anthrax LF prot – Bacillus anthracis LF protease inhibitors, primary screen, biochemical, multiplex microsphere, MLPCN library | Lethal factor (Bacillus anthracis), P15917 | multiplex microsphere protease cleavage assay | inhibition, % at 10 µM | 0.12% of 360,000 active | AID 588501, 2011; in the data active means inhibition above about 30%; inconclusive means no clear call, values can overlap the other calls; further: plate controls were buffer without enzyme for full effect and enzyme alone for no effect
Y pestis TopoI – Yersinia pestis topoisomerase I inhibitors, primary screen, biochemical, cleavage product accumulation, plate reader, single point; activity, % at 10 µM; AID 504884, 2011; 0.064% of 360,000 active; Y. pestis Topo-I cleavage product accumulation; in the data active means activity above about 50%, passing the limit was not always enough; inconclusive means no clear call, values can overlap the other calls; further: inactives centre near 2
Rv3671c protease – Rv3671c serine protease inhibitors, primary screen, biochemical, fluorescence polarization, M. tuberculosis H37Rv | P9WHR9 | inhibition, % at 5.96 µM | 0.048% of 320,000 active | AID 2606, 2010; in the data active means inhibition above about 38%;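 further: extracellular domain of Rv3671c used as enzyme; 0% = enzyme with DMSO and 100% = no enzyme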
Target sequence (P9WHR9 whole entry, looked up, the tested form may be a part): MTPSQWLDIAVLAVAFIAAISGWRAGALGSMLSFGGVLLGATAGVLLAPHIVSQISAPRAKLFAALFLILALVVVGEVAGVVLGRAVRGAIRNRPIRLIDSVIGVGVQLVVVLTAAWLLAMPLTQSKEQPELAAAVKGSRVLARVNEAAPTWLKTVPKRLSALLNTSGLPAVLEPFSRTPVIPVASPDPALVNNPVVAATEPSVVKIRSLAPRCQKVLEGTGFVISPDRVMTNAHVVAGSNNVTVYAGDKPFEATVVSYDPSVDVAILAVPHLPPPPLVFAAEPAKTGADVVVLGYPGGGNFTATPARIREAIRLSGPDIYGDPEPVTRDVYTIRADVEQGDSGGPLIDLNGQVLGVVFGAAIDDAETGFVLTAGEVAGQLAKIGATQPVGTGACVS
SARS 3CLpro inh – SARS-CoV 3CLpro protease inhibitors, primary screen, biochemical, quenched FRET; Replicase polyprotein 1ab (Severe acute respiratory syndrome coronavirus), P0C6X7; AID 1706, 2009; inhibition, % at 6 µM; recombinant SARS-CoV 3CLpro, quenched FRET peptide cleavage; 0.14% of 290,000 active; in the data active means inhibition above about 12%
* marks the source's active call; other numbers are inactive results; i = inactive; ? = inconclusive; . = no result given; & = joins results of further samples.

SMILES	VHR inh abs	TcdB inh	BH1578 lux ind	MazEF act	PriA SSB inh	PfHsp40 yeast	Anthrax LF prot	Y pestis TopoI	Rv3671c protease	SARS 3CLpro inh
COc1ccc(CSc2n[nH]c(C)n2)cc1[N+](=O)[O-]	5	.	-0.2	5	-3	-0.2	0	-4	-8	4
CCc1ccccc1N(CC(=O)NCCc1ccccc1)C(=O)CCC(=O)Nc1ccccn1	20	1.0	-0.5	-28	-11	0.8	0	17	5	0
CCN(CC(=O)NCc1ccc(F)cc1)C(=O)CN1CCN(c2cc(Cl)ccc2C)CC1	27	0.6	-2.3	-6	-1	0.6	4	22	6	-3
CC(=O)c1cccc(NC(=O)CCC2CCCC2)c1	1	.	4.8	-12	-4	?	6	-2	0	4
CCCCn1nc2cc(C(=O)NCCCCc3ccccc3)ccc2c1OCC	26	0.6	1.4	-1	-6	1.5	-9	10	4	0
CCC(=O)N1c2ccc(C)cc2C2=NNC(=S)NC21O (stereo not drawn)	22	.	i	3	-3	-0.2	-3	3	-2	2
Cc1oc(-c2cccc(Cl)c2)nc1CN1CCC(C(=O)NCc2cccnc2)CC1	13	.	i	5	-2	-1.7	-6	6	6	2
COc1ccc(/C=N/NC(=O)c2ccccc2O)cc1CSc1ccccn1	10	.	i	2	.	1.7	-1	-1	-9	1
O=C(C[C@H]1C[C@H](C(=O)N2CCCCC2)[C@@]2(CCc3ccccc3)c3[nH]c4ccc(Cl)cc4c3CCN2C1=O)NCCC1=CCCCC1	.	0.1	i	-13	-13	-1.4	-6	6	.	.
O=C(CCSc1nnc(-c2ccncc2)o1)Nc1cccc(Cl)c1	34	1.1	i	13	0	-0.1	-1	-12	-1	5
FC(F)(F)c1cc(-c2ccc3c(c2)OCO3)nc(NCc2ccco2)n1	14	.	-11	-6	-25	-1.2	-2	3	-8	4
CCOC(=O)C(NC(=O)Nc1ccc(Cl)cn1)(Oc1ccc(F)cc1)C(F)(F)F (stereo not drawn)	-10	1.0	-0.4	-4	-2	-1.0	-3	-9	-9	0
CCc1nnc(NC(=O)CSc2nnc(-c3ccco3)o2)s1	-3	-0.7	-0.8	5	17	-1.1	-4	2	2	0
COc1cc(C(=O)Oc2cc(N)n(S(=O)(=O)c3ccc(F)cc3)n2)cc(OC)c1OC	20	1.0	-0.3	245*	-10	-1.3	1	-2	7	0
CC1(C)CC(=O)C(C=Nc2ccc(N)cc2)=C(O)C1	22	13*	0.7	5	15	0.2	-6	-1	-12	4
CCN(CC)Cc1c(O)ccc2c(=O)c(-c3ccc(Cl)cc3)coc12	7	0.4	-1.3	2	-4	-0.3	.	2	3	1
COc1ccc(/C=N/OCC(=O)Nc2cc(C)on2)cc1OC	-17	1.7	-0.5	-3	.	1.5	-1	5	-4	1
Cc1ccc(C2(c3ccc(C)cc3)CC2C(=O)Nc2ccc([N+](=O)[O-])cc2O)cc1 (stereo not drawn)	24	.	-0.4	-3	10	273*	-4	-35	-60	3
O=C(NCC(O)c1ccc([N+](=O)[O-])cc1)C(c1ccccc1)c1ccccc1 (stereo not drawn)	22	-0.9	i	-2	-10	-3.6	12	0	7	-1
Cc1c(N=c2scc(-c3ccccc3)n2C)c(=O)n(-c2ccccc2)n1C	16	-39	i	-1	2	-0.5	-8	6	4	5
Clc1ccccc1CNC1CN2CCC1CC2 (stereo not drawn)	-8	.	-0.4	-13	-3	-0.1	-1	-3	-7	0
CCOc1ccccc1NC(=O)CSc1nc(=O)n(Cc2ccncc2)c2c1CCC2	.	1.1	i	2	-1	12	-3	6	-6	.
COc1ccc(-n2c(Cc3ccccc3)nc3ccccc3c2=O)cc1	2	0.6	-0.8	4	11	1.1	-2	5	-1	3
CCOc1ccc(C2C(C(=O)c3ccco3)=C(O)C(=O)N2CCCn2ccnc2)cc1 (stereo not drawn)	-14	.	-0.3	-2	9	4.2	6	-2	.	-2
O=C(CSc1nnc2ccccn12)NNC(=O)c1ccc(Br)cc1	-10	0.6	-1.6	-29	-13	0.4	-6	2	-7	0
N/C(=N\OC(=O)N1c2ccccc2Sc2ccccc21)c1ccccc1	3	1.0	-2.3	10	.	1.5	-2	-2	0	1
O=C(CSc1ncnc2c(-c3ccc(Cl)cc3)nsc12)c1ccccc1	18	0.2	i	-18	8	-0.8	1	-1	-4	1
O=C(COc1ccccc1Br)N1CCNC1=O	.	0.6	-1.0	5	-3	0.2	0	-2	11	.
COc1ccc(OC)c(S(=O)(=O)Nc2ccc(C(N)=O)cc2)c1	10	0.8	-6.2	3	3	-0.3	-3	-7	1	2
CSCCOC(=O)C1=C(C)Nc2ccc(C)cc2S1	13	.	-0.7	2	7	1.0	-4	-12	3	1
O=C(COC(=O)c1ccccc1Nc1ccc(SC(F)F)cc1)NCc1ccco1	7	.	i	5	-4	-1.3	-4	-6	-2	0
Cc1ccc(S(=O)(=O)NCCSc2nnnn2C)cc1	37	2.2	i	0	-21	0.4	-6	-3	5	-1
O=C(NCc1cccc(CNC(=O)C(=O)NCc2ccco2)c1)C(=O)NCc1ccco1	17	-0.2	0.8	-1	-13	0.0	-1	2	-3	2
CC(=O)c1ccccc1NC(=O)CN1C(=O)CS/C1=C\c1nc(-c2ccc(C)cc2)cs1	21	-0.3	-0.4	-1	3	-2.0	-7	6	-10	-5
COC(=O)CSC1=C(C#N)C(c2ccc3c(c2)OCO3)C2=C(CCCC2=O)N1 (stereo not drawn)	2	.	0.6	7	-4	0.1	-5	6	-1	2
CC(=O)c1sc(NCCOc2ccc(C)cc2)nc1C	14	-1.0	0.9	1	-10	0.2	-2	0	-4	0
Cc1ccccc1N/N=C/c1sc(=O)n(Cc2cccc(C(=O)O)c2)c1Cl	19	-0.8	-0.4	-16	i	0.3	-7	0	-4	1
O=C(NC1CCCCC1)C(c1cccs1)N(C(=O)c1ccco1)c1ccc2c(c1)OCCO2 (stereo not drawn)	48	.	-2.0	4	-8	0.8	-3	27	2	1
COc1ccc(S(=O)(=O)NCC(=O)N(CC(=O)NCC2CCCO2)c2ccccc2C)cc1 (stereo not drawn)	13	.	-0.3	4	-13	3.5	-4	-2	1	-7
CCc1c(C)[nH]c2c(C)cccc2c1=O	4	.	-0.6	-3	3	-1.8	-2	1	2	9
CCCc1cc(N2CCN(C(=O)c3ccco3)CC2)n2c(nc3ccccc32)c1C#N	23	.	i	8	-13&-24	1.0	0	1	-3	2
O=C(O)CCn1c2ccccc2c2nc3ccccc3nc21	-18	2.1	i	13	-6	4.1	.	7	0	8
O=C(O)CNC(=O)/C(=C\c1ccc2c(c1)OCO2)NC(=O)c1ccc(Br)cc1	18	0.6	-0.5	-9	-4	0.0	1	6	-3	-1
N#Cc1ccccc1S(=O)(=O)N1CCN(c2ccc(S(=O)(=O)N3CCOCC3)cn2)CC1	-1	.	10	3	-8	-1.1	-3	-3	-1	-2
O=C(/C=C/c1ccc(Cl)cc1Cl)NCCSCc1ccccc1	-3	.	-0.2	-1	-1	7.8	2	41	-62	-2
CC(=O)Nc1ccc(OCC(O)Cn2c3ccccc3c3ccccc32)cc1 (stereo not drawn)	34	.	-0.3	-8	-3&-4	1.2	0	-1	2	1
O=C(Cc1ccc(NC(=O)C2CCCN(C(=O)CCc3ccccc3)C2)cc1)Nc1cccc(C(=O)N2CCCCC2)c1 (stereo not drawn)	.	-0.8	i	-7	5	1.6	6	22	.	.
Cc1cccc2nc(C(=O)Nc3cccc(C(=O)NC4CC4)c3)cn12	.	-0.1	i	5	-3	1.6	-1	-5	-5	.
O=C1C(C2=NC(C(=O)O)C3C(=O)N(c4ccccc4)C(=O)C23)=C(O)c2ccccc21 (stereo not drawn)	14	.	i	-1	-4	-0.2	-20	4	-18	-4
CC1(C)Cc2c(sc(NC(=O)C(=O)N3CCCCC3)c2C(N)=O)CO1	4	0.3	0.7	11	0	-0.4	8	-7	3	-5
CCOc1ccc(S(=O)(=O)Nc2cccc(C(=O)N3CCN(c4ccc(OC)cc4)CC3)c2)cc1	15	.	-0.1	4	12	5.3	-2	6	2	3
O=C(O)c1nn(CCOc2cccc(Cl)c2)c(=O)c2ccccc12	5	2.4	-0.3	13	-4	0.5	-7	-1	1	0
Cc1ccc(C(=O)NCC(=O)OCn2nnc3ccccc3c2=O)cc1	.	1.2	i	7	2	0.4	.	-5	7	.
CCN(C[C@H]1N[C@@](Cc2ccccc2)(C(=O)OC)[C@H]2C(=O)N(C)C(=O)[C@@H]12)C(=O)NC(C)C	.	0.3	-0.4	8	-9	0.5	-7	2	3	.
OCC1(Cc2ccccc2)CCN(Cc2cnc(-c3ccc(Cl)cc3)nc2)CC1	21	0.2	-2.1	0	-6	-0.2	-9	7	-9	-1
Cc1cc(C)c(C)c(S(=O)(=O)N2CCC(C(=O)NCc3cccs3)CC2)c1C	.	-1.8	i	0	.	.	-1	24	.	.
CC(=O)Oc1oc(-c2ccccc2)nc1C=Nc1ccccc1	52*	.	-1.4	-1	-3	0.0	0	6	-5	4
CCNC(=O)C1Cc2cc(S(=O)(=O)N3CCCC3)ccc2N1C(C)=O (stereo not drawn)	3	0.9	i	13	-3	0.2	-1	0	1	0
CNS(=O)(=O)c1ccc(NC(=O)C2c3ccccc3Oc3ccccc32)cc1	5	.	i	3	-3	-0.1	-1	-8	-8	1
Cc1ccc2onc(CC(=O)O)c2c1	8	.	24	2	-20	-0.4	1	0	6	2

The results go on:
SMILES	VHR inh abs	TcdB inh	BH1578 lux ind	MazEF act	PriA SSB inh	PfHsp40 yeast	Anthrax LF prot	Y pestis TopoI	Rv3671c protease	SARS 3CLpro inh
O=S(=O)(c1ccc(F)cc1)N1CCC2(CC1)OCCN2S(=O)(=O)c1cccs1	.	0.0	i	2	-23	1.5	1	10	4	.
CCOc1ccccc1NC(=O)CCCn1cc([N+](=O)[O-])cn1	16	-2.4	-0.3	0	-1	0.6	-3	-9	1	-3
O=C(OCc1ccc(F)cc1)c1cccnc1Cl	11	-1.7	-4.5	5	-18	-0.1	1	4	8	-4
COc1ccc(/C(N)=N/OC(=O)CN(C)S(=O)(=O)c2ccccc2)cc1	11	1.4	-0.2	3	.	-0.6	-13	-5	.	0
CCOC(=O)Cn1cc(C(=O)C(=O)N2CCOCC2)c2ccccc21	18	-0.3	-0.8	2	-13	-0.6	2	16	6	2

A different layout for some results above.
Compound | VHR inh abs | TcdB inh | BH1578 lux ind | MazEF act | PriA SSB inh | PfHsp40 yeast | Anthrax LF prot | Y pestis TopoI | Rv3671c protease | SARS 3CLpro inh
Cc1cc(C)c(C)c(S(=O)(=O)N2CCC(C(=O)NCc3cccs3)CC2)c1C | . | -1.8 | i | 0 | . | . | -1 | 24 | . | .
CC(=O)Oc1oc(-c2ccccc2)nc1C=Nc1ccccc1 | 52* | . | -1.4 | -1 | -3 | 0.0 | 0 | 6 | -5 | 4
CCNC(=O)C1Cc2cc(S(=O)(=O)N3CCCC3)ccc2N1C(C)=O (stereo not drawn) | 3 | 0.9 | i | 13 | -3 | 0.2 | -1 | 0 | 1 | 0
CNS(=O)(=O)c1ccc(NC(=O)C2c3ccccc3Oc3ccccc32)cc1 | 5 | . | i | 3 | -3 | -0.1 | -1 | -8 | -8 | 1

Assay outcomes deposited in PubChem by several laboratories.

These rows are one share of the data; the hit share may differ from the screen's.
